USP10 block = inhibitors of human USP10 deubiquitinase | 1.1% of 47,000 active | purified USP10, Ub-rhodamine fluorescence, 60 min | AID 1645856 | inhibition, % at 20 µM
USP30 block = blocks human USP30 ubiquitin-rhodamine cleavage | Q70CQ3 | purified USP30, Ub-rhodamine cleavage fluorescence | inhibition, % at 25 µM | 5.3% of 47,000 active
Target sequence (Q70CQ3 whole entry, looked up): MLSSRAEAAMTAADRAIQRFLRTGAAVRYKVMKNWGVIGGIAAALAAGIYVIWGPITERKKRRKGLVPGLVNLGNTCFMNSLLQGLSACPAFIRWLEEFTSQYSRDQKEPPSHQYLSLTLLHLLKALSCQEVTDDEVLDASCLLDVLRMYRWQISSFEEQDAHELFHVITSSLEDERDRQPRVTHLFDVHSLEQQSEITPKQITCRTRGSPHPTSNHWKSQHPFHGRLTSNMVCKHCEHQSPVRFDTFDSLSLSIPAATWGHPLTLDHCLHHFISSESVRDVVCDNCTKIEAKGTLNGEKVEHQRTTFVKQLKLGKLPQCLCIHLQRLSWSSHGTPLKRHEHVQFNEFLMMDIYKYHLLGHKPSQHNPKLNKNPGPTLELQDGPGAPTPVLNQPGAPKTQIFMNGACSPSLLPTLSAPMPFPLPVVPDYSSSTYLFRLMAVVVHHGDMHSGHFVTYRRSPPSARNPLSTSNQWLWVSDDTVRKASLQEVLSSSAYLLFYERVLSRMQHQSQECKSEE
USP8 inh = inhibitors of human USP8 deubiquitinase; 4.2% of 47,000 active; purified USP8, Ub-rhodamine cleavage fluorescence, 30 min; inhibition, % at 20 µM
OTUD3 inh = blocks human OTUD3 ubiquitin-rhodamine cleavage. Q5T2D3. purified OTUD3, Ub-rhodamine fluorescence, 2 h. inhibition, % at 25 µM. 0.7% of 47,000 active
Target sequence (Q5T2D3 whole entry, looked up): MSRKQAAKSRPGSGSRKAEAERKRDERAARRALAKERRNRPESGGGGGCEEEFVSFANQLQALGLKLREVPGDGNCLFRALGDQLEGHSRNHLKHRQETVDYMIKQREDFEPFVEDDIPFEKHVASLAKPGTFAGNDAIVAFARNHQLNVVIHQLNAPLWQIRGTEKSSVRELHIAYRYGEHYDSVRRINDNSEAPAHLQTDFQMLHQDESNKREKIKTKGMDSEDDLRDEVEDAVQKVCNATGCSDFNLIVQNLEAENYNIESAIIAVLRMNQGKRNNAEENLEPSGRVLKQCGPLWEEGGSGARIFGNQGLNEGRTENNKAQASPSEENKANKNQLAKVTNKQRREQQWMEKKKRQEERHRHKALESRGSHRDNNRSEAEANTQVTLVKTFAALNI
UCHL1 inh = blocks human UCHL1 ubiquitin-rhodamine cleavage | inhibition, % at 20 µM | P09936 | 0.2% of 47,000 active | purified UCHL1, Ub-rhodamine cleavage fluorescence
USP7 block = human USP7 deubiquitinase inhibition; purified USP7, Ub-rhodamine cleavage fluorescence; inhibition, % at 20 µM; 0.3% of 47,000 active; AID 1645854
USP28 block = blocks human USP28 ubiquitin-rhodamine cleavage | purified USP28, Ub-rhodamine cleavage fluorescence, 30 min | inhibition, % at 25 µM | 3% of 47,000 active | AID 1645857
USP17 block = inhibitors of human USP17 deubiquitinase | AID 1645855 | 6.5% of 47,000 active | inhibition, % at 50 µM | purified USP17, Ub-rhodamine cleavage fluorescence, 3 h | A8MUK1
* = called active by the depositor. Cut-off read from the data, not from the text of the source: active = inhibition above about 30%; inactive = the rest.

What do the screens show for `Cc1ccc(C)c(NC(=O)CSc2nnc(-c3ccccn3)n2Cc2ccco2)c1`?
USP10 block: 4; USP30 block: 62*; USP8 inh: 13; OTUD3 inh: 18; UCHL1 inh: 3; USP7 block: -1; USP28 block: 6; USP17 block: 39*

Results for CCN1CCN(C2=NS(=O)(=O)C(c3ccc(C)c(C)c3)=C2C)CC1 ?
USP10 block: 0; USP30 block: 22; USP8 inh: 13; OTUD3 inh: 13; UCHL1 inh: 1; USP7 block: 2; USP28 block: 15; USP17 block: 23

What do the screens show for `Cc1ccc(-n2c(C)cc(/C=C3/C(=N)N4C(c5ccccc5)=CSC4=NC3=O)c2C)cc1`?
USP10 block: -5; USP30 block: -101; USP8 inh: -25; OTUD3 inh: -26; UCHL1 inh: -7; USP7 block: -6; USP28 block: -22; USP17 block: -24

What do the screens show for `CC1CCN(c2ncc(S(C)(=O)=O)c(C3CCN(C(=O)C(C)(C)C)CC3)n2)CC1`?
USP10 block: 1; USP30 block: 22; USP8 inh: 13; OTUD3 inh: 0; UCHL1 inh: 5; USP7 block: 5; USP28 block: 7; USP17 block: 2

How did Cc1cnc(C2COCCN2C(=O)c2c(C)oc3c2CCCC3)[nH]1 (stereo not drawn) do in these assays?
USP10 block: -3; USP30 block: -24; USP8 inh: -20; OTUD3 inh: -7; UCHL1 inh: -5; USP7 block: -3; USP28 block: 0; USP17 block: -10

How did O=C(Cn1c2ccccc2c(=O)c2ccccc21)Nc1ccccc1F do in these assays?
USP10 block: 14; USP8 inh: 6; OTUD3 inh: -6; UCHL1 inh: 0; USP7 block: 12; USP17 block: -14

How did CC(C)c1cc(C(=O)N2CCCC2c2cc(C(C)C)no2)on1 (stereo not drawn) do in these assays?
USP10 block: -1; USP30 block: -12; USP8 inh: -6; OTUD3 inh: -5; UCHL1 inh: 0; USP7 block: -4; USP28 block: -8; USP17 block: -6

How did O=C1NC2(CCN(C(=O)Nc3ccc(F)cc3)CC2)N=C1c1ccccc1 do in these assays?
USP10 block: 5; USP30 block: 2; USP8 inh: 3; OTUD3 inh: -5; UCHL1 inh: -1; USP7 block: 2; USP28 block: -10; USP17 block: -13

What do the screens show for `O=C(NCc1ccc(Cl)cc1)C1(c2ccc(Cl)cc2)CCCC1`?
USP10 block: 7; USP30 block: 29; USP8 inh: 11; OTUD3 inh: 6; UCHL1 inh: 4; USP7 block: -122; USP28 block: 9; USP17 block: 8

What do the screens show for `COC(=O)c1cc2c(ccn2C)n1CC(=O)N1CCN(Cc2ccc3c(c2)OCO3)CC1`?
USP10 block: -6; USP30 block: -449; USP8 inh: 23; OTUD3 inh: -82; UCHL1 inh: -23; USP7 block: -37; USP28 block: -115; USP17 block: -64

Results for COc1ccc(CCn2c(-c3ccccc3)nc3c(c(=O)c4ccccc4n3C)c2=O)cc1 ?
USP10 block: 0; USP30 block: -50; USP8 inh: 10; OTUD3 inh: -6; UCHL1 inh: 0; USP7 block: 4; USP28 block: -16; USP17 block: -61

What do the screens show for `CC(C)n1nccc1-c1cnc(CC2CCN(S(C)(=O)=O)C2)cn1` (stereo not drawn)?
USP10 block: 0; USP30 block: -17; USP8 inh: -36; OTUD3 inh: 0; UCHL1 inh: -3; USP7 block: 0; USP28 block: -10; USP17 block: -10

Results for Cn1c(SCC(=O)Nc2ccc(N3CCOCC3)cc2)nnc1-c1ccco1 ?
USP10 block: 1; USP30 block: 9; USP8 inh: 17; OTUD3 inh: 15; UCHL1 inh: 4; USP7 block: 6; USP28 block: 14; USP17 block: 9

Results for CCn1c(SCc2nc(-c3ccccc3C)no2)nnc1-c1ccccc1 ?
USP10 block: 2; USP30 block: 27; USP8 inh: -4; OTUD3 inh: 10; UCHL1 inh: 2; USP7 block: -3; USP28 block: 6; USP17 block: 7

Results for O=S(=O)(NCC(O)c1ccccc1)c1ccc(-c2ccccn2)s1 (stereo not drawn) ?
USP10 block: 1; USP30 block: -1; USP8 inh: 0; OTUD3 inh: -13; UCHL1 inh: 2; USP7 block: 2; USP28 block: -5; USP17 block: -12

Results for COc1cc(CN2CCN(C/C=C/c3ccccc3)CC2)cc(OC)c1O ?
USP10 block: -3; USP30 block: 2; USP8 inh: -40; OTUD3 inh: 6; UCHL1 inh: 0; USP7 block: 1; USP28 block: 9; USP17 block: 1

How did Cc1ccc(C)c(S(=O)(=O)N2CCC(n3cnc4ccccc4c3=O)CC2)c1 do in these assays?
USP10 block: 1; USP30 block: 17; USP8 inh: 18; OTUD3 inh: 18; UCHL1 inh: 3; USP7 block: 9; USP28 block: 9; USP17 block: 12

How did Cc1noc(C)c1CN1CCN(C(=O)c2cnc3ccccc3n2)CC1 do in these assays?
USP10 block: -4; USP30 block: -60; USP8 inh: -4; OTUD3 inh: -19; UCHL1 inh: -4; USP7 block: -3; USP28 block: -16; USP17 block: -40

What do the screens show for `COc1ccc(C(O)c2ncc(-c3ccc4ccccc4c3)[nH]2)cc1` (stereo not drawn)?
USP10 block: -1; USP30 block: 14; USP8 inh: 16; OTUD3 inh: 9; UCHL1 inh: 1; USP7 block: 2; USP28 block: 5; USP17 block: 13

How did CCC(C)(C)NC(=O)CN1C(=O)NC(C)(c2cc3ccccc3o2)C1=O (stereo not drawn) do in these assays?
USP10 block: -11; USP30 block: -19; USP8 inh: 10; OTUD3 inh: -3; UCHL1 inh: -3; USP7 block: -2; USP28 block: 0; USP17 block: 1

Results for CCCCN(CCCNC(=O)c1cc(Nc2ccc(OC)cc2)nc2ccccc12)c1ccccc1 ?
USP10 block: 6; USP30 block: 1; USP8 inh: 9; OTUD3 inh: -2; UCHL1 inh: -3; USP7 block: 2; USP28 block: -6; USP17 block: -1

What do the screens show for `CC(=O)Nc1ccc(OCC(=O)N2CCN(c3cccc(C)c3)CC2)nc1`?
USP10 block: -2; USP30 block: -63; USP8 inh: -9; OTUD3 inh: -18; UCHL1 inh: 0; USP7 block: 0; USP28 block: -18; USP17 block: -19

Results for Cc1ccc(Cn2c(CO)cnc2SCC(=O)Nc2ccc3c(c2)OCCO3)cc1 ?
USP10 block: 3; USP30 block: -16; USP8 inh: -10; OTUD3 inh: -12; UCHL1 inh: -1; USP7 block: -1; USP28 block: 11; USP17 block: -10

Results for CSc1ncccc1C(=O)NC1(O)C(=O)c2ccccc2C1=O ?
USP10 block: 41*; USP30 block: 46*; USP8 inh: 83*; OTUD3 inh: 23; UCHL1 inh: 34*; USP7 block: -90; USP28 block: 10; USP17 block: 95*

Results for CCNc1nccc(N2CCC(CC(=O)NC3CCCC3)CC2)n1 ?
USP10 block: -9; USP30 block: -171; USP8 inh: -44; OTUD3 inh: -44; UCHL1 inh: -17; USP7 block: -17; USP28 block: -47; USP17 block: -47

Results for O=C(Nc1ccc2c(c1)OCO2)c1ccc(CN2CCc3ccccc3C2)cc1 ?
USP10 block: 0; USP30 block: 1; USP8 inh: 25; OTUD3 inh: 0; UCHL1 inh: 2; USP7 block: 5; USP28 block: 31*; USP17 block: 29

What do the screens show for `COc1ccc(C)cc1NC(=O)c1cnc(N2CCCCC2)nc1C`?
USP10 block: 4; USP30 block: -13; USP8 inh: -14; OTUD3 inh: -6; UCHL1 inh: 0; USP7 block: -45; USP28 block: -14; USP17 block: -17

What do the screens show for `O=C1CC(=O)CC(c2cccc(C(F)(F)F)c2)C1`?
USP10 block: 1; USP30 block: 12; USP8 inh: 11; OTUD3 inh: 18; UCHL1 inh: 1; USP7 block: 2; USP28 block: 4; USP17 block: 2

How did COc1ccccc1NC(=O)N1CCC(c2nc3c(nnn3Cc3ccc(C)cc3)c(=O)[nH]2)CC1 do in these assays?
USP10 block: 7; USP30 block: 0; USP8 inh: -4; OTUD3 inh: -4; UCHL1 inh: -1; USP7 block: -20; USP28 block: 2; USP17 block: -1

What do the screens show for `CCCN1CCN(C(=O)c2cn3nc(OC)ccc3n2)CC1`?
USP10 block: -1; USP30 block: -2; USP8 inh: -5; OTUD3 inh: -3; UCHL1 inh: -3; USP7 block: -2; USP28 block: -14; USP17 block: -7

How did Cc1ccc(S(=O)(=O)NCc2nc3cccnc3n2C2CC2)cc1 do in these assays?
USP10 block: -1; USP30 block: -24; USP8 inh: -9; OTUD3 inh: 11; UCHL1 inh: -1; USP7 block: 2; USP28 block: 1; USP17 block: -4

How did O=S(=O)(NCc1nc2cccnc2n1C1CC1)c1ccccc1F do in these assays?
USP10 block: -7; USP30 block: -21; USP8 inh: 11; OTUD3 inh: 0; UCHL1 inh: -1; USP7 block: 3; USP28 block: 6; USP17 block: 10

How did Cc1ncc(CO)c2cc(C(=O)c3ccc(F)cc3)c(=O)oc12 do in these assays?
USP10 block: -2; USP30 block: -25; USP8 inh: -29; OTUD3 inh: -5; UCHL1 inh: -3; USP7 block: -16; USP28 block: -8; USP17 block: -9

How did Cc1cc(=O)n(CC(=O)NCc2ccc(Cl)cc2)c(N2CCCCC2)n1 do in these assays?
USP10 block: -3; USP30 block: -30; USP8 inh: -14; OTUD3 inh: -11; UCHL1 inh: -4; USP7 block: -32; USP28 block: -10

Results for CCCOc1ccc(C2CN3C(=O)CN(Cc4ccco4)C(=O)[C@]3(C)c3[nH]c4ccccc4c32)cc1OCC (stereo partly drawn) ?
USP10 block: -3; USP30 block: -27; USP8 inh: -42; OTUD3 inh: -8; UCHL1 inh: 1; USP7 block: 3; USP28 block: -17; USP17 block: -7

Results for Cc1cc(C)c(S(=O)(=O)N2CC(c3ccccc3)CC2=O)c(C)c1 (stereo not drawn) ?
USP10 block: 4; USP30 block: 6; USP8 inh: -4; OTUD3 inh: 5; UCHL1 inh: 4; USP7 block: 1; USP28 block: 3; USP17 block: 1

What do the screens show for `COc1cccc(Nc2nc3c(S(=O)(=O)c4ccccc4)nnn3c3ccccc23)c1`?
USP10 block: 20; USP8 inh: 38*; OTUD3 inh: 4; UCHL1 inh: 7; USP7 block: 24; USP17 block: 85*

How did CC(C)C(=O)N1CCc2[nH]c3ccccc3c2C1 do in these assays?
USP10 block: -4; USP30 block: -204; USP8 inh: -15; OTUD3 inh: -57; UCHL1 inh: -19; USP7 block: -23; USP28 block: -57; USP17 block: 8

Random excerpt: 5 compounds from above.
What do the screens show for `COc1ccc(C)cc1NC(=O)c1cnc(N2CCCCC2)nc1C`?
USP10 block: 4; USP30 block: -13; USP8 inh: -14; OTUD3 inh: -6; UCHL1 inh: 0; USP7 block: -45; USP28 block: -14; USP17 block: -17

How did Cc1ncc(CO)c2cc(C(=O)c3ccc(F)cc3)c(=O)oc12 do in these assays?
USP10 block: -2; USP30 block: -25; USP8 inh: -29; OTUD3 inh: -5; UCHL1 inh: -3; USP7 block: -16; USP28 block: -8; USP17 block: -9

How did Cc1ccc(S(=O)(=O)NCc2nc3cccnc3n2C2CC2)cc1 do in these assays?
USP10 block: -1; USP30 block: -24; USP8 inh: -9; OTUD3 inh: 11; UCHL1 inh: -1; USP7 block: 2; USP28 block: 1; USP17 block: -4

Results for Cc1cc(C)c(S(=O)(=O)N2CC(c3ccccc3)CC2=O)c(C)c1 (stereo not drawn) ?
USP10 block: 4; USP30 block: 6; USP8 inh: -4; OTUD3 inh: 5; UCHL1 inh: 4; USP7 block: 1; USP28 block: 3; USP17 block: 1

What do the screens show for `COc1cccc(Nc2nc3c(S(=O)(=O)c4ccccc4)nnn3c3ccccc23)c1`?
USP10 block: 20; USP8 inh: 38*; OTUD3 inh: 4; UCHL1 inh: 7; USP7 block: 24; USP17 block: 85*
